# Compound activity (PubChem)
# SW480 rereplic = A quantitative high throughput screen for small molecules that induce DNA re-replication in SW480 colon adenocarcinoma cells; AID 624297, 2012; 340,000 compounds, 1.8% hits; SW480 DNA re-replication, Hoechst DNA content imaging, 48 h; Potency, µM (titrated, usually from 46.1 µM), inactives show top-dose re-replication activation, most hits filed as activators; further: potency means the concentration at half of the fitted maximal effect; % of control where 0% means no effect; nearly all actives have a fitted effect of over 55% in size
#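 DNA re-replication was detected as more nuclei of elevated Hoechst intensity after 48 hr exposure to compound (23 nL pinned per well of 250 cells).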
# WRN helicase inh = qHTS for Inhibitors of WRN Helicase; Bifunctional 3'-5' exonuclease/ATP-dependent helicase WRN (Homo sapiens), Q14191; WRN helicase unwinding, fluorescent forked duplex, kinetic; Potency, µM (series often up to 114 µM), without a hit: at the highest dose activity change, negative = inhibition, most hits filed as inhibitors; 360,000 compounds, 0.46% hits; further: potency means the concentration at half of the fitted maximal effect; on the % scale 0 is the no-effect control and ±100 the full control effect; nearly all actives have a fitted effect of over 55% in size
# Target sequence (Q14191 whole entry, looked up): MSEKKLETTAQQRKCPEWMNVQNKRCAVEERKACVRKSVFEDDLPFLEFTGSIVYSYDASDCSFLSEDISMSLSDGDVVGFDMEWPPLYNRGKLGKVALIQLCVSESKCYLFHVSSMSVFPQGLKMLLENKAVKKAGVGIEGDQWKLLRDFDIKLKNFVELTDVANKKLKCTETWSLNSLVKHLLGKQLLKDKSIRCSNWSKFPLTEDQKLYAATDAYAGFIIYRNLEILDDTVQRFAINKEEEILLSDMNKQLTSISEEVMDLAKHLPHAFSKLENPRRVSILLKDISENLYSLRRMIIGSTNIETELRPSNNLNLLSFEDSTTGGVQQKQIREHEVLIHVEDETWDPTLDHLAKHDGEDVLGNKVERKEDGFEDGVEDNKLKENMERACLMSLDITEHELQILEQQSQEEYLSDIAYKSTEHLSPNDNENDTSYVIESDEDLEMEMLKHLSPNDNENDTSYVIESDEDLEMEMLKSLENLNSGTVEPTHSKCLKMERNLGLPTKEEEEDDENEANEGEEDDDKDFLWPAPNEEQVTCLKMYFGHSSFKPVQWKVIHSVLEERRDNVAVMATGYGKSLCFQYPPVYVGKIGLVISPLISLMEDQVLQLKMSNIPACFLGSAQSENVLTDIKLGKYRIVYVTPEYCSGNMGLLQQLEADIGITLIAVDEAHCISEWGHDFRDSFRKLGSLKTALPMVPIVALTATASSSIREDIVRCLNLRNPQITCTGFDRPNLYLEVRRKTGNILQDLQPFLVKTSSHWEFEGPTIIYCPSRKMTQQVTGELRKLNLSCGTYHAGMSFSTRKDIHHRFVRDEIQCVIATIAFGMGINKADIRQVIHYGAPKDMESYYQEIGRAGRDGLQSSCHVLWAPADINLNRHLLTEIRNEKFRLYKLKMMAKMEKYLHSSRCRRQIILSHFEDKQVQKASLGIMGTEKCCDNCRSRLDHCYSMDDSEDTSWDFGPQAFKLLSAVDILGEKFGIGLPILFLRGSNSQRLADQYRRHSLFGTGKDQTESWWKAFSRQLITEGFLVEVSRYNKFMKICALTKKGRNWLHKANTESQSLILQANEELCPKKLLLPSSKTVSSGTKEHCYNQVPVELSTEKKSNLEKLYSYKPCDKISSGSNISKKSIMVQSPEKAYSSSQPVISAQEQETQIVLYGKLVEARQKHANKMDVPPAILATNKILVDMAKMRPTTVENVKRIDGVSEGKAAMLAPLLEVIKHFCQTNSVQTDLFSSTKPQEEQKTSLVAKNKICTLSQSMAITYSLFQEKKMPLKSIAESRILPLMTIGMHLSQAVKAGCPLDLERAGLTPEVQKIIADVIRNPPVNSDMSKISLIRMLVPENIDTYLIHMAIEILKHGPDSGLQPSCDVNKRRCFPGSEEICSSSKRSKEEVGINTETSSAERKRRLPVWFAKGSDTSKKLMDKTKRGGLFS
#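 Kinetic fluorescence helicase assay: unwinding of a quenched forked DNA duplex (100 nM final) with 2 mM ATP final raises red fluorescence (525/598 nm). Compounds sat 15 min at room temperature with 20 nM WRN beforehand.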
# IL-1B inflam inh = qHTS for Inhibitors of Inflammasome Signaling: IL-1-beta AlphaLISA Primary Screen; THP-1 LPS/ATP IL-1B secretion, AlphaLISA, 16 h; active compounds read low; activity change, % at 57.5 µM; 360,000 compounds, 4.7% hits; in the data active means activity change below about -50%; inconclusive means mostly about -30% to -49%; further: on the % scale 0 is the no-effect control and ±100 the full control effect
#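 THP-1 cells pretreated 1 hr with compounds (up to 57.5 uM final), then stimulated with LPS (250 ng/mL final) plus ATP (1.25 mM final); secreted IL-1B measured by AlphaLISA after 16 hr, decreased signal indicating inhibition.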
# KB-3-1 cytotox = qHTS assay for MDR1-selective chemotherapeutics: Primary screen using the parental adenocarcinoma cell KB-3-1; KB-3-1 viability, CellTiter-Glo ATP luminescence, 72 h; Potency, µM (highest dose often 46.1 µM), for the others: at the top dose activity change, negative = cytotoxic, hits mostly cytotoxic; 400,000 compounds, 1.4% hits; further: potency means the concentration at half of the fitted maximal effect; on the % scale 0 is the no-effect control and ±100 the full control effect; nearly all actives have a fitted effect of over 60% in size
#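 Multi-concentration cytotoxicity screen in KB-3-1 cells grown in DMEM lacking phenol red with 10% FBS. After 72 h at 37 °C with compound, ATP-dependent luminescence was recorded.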
# HT1080 IDH1KD tx = qHTS for induction of synthetic lethality in tumor cells producing 2HG: qHTS for the HT-1080-IDH1KD cell line; HT-1080 IDH1 knockdown viability, ATP luminescence, 48 h; Potency, µM (series often up to 46.1 µM), inactives show at the top dose activity, negative = toxicity, usual class: cytotoxic; 360,000 compounds, 2% hits; AID 686971, 2013;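 further: potency means the concentration at half of the fitted maximal effect; 0% = DMSO wells and -100% = cell-free medium wells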
#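 Luminescent ATP read-out (CellTiter-Glo, 10 min at room temperature) after 48 h compound exposure at 37 °C gave viability of IDH1-knockdown HT-1080 cells. Activity was normalised to DMSO and cell-free wells, then fitted as concentration-response curves.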
# ATXN2 expr inh = Primary qHTS for Inhibitors of ATXN expression; HEK-293 ATXN2-luciferase reporter, luminescence, 24 h; AID 1745845, 2022; Potency, µM (doses to about 57 µM), without a hit: at the highest dose activity change, negative = inhibition, hits mostly inhibitors; 360,000 compounds, 0.72% hits; further: potency means the concentration at half of the fitted maximal effect; on the % scale 0 is the no-effect control and ±100 the full control effect; nearly all actives have a fitted effect of over 55% in size
#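 qHTS (up to 57 uM final) was run with 24 h compound exposure of reporter cells at 37 °C. Each well was multiplexed: SteadyGlo luminescence measured ATXN2-luciferase expression after a fluorogenic Gly-Phe-AFC viability readout (25 uM final).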
# HT1080-NT tox = qHTS for induction of synthetic lethality in tumor cells producing 2HG: qHTS for the HT-1080-NT fibrosarcoma cell line. 360,000 compounds, 1.6% hits. HT-1080-NT fibrosarcoma viability, CellTiter-Glo ATP luminescence, 48 h. Potency, µM (doses to about 46.1 µM), inactives show top-dose activity, negative = less viability, actives largely listed as cytotoxic;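 further: NT is the 2HG producing partner of a matched IDH1 knockdown line; potency means the concentration at half of the fitted maximal effect; 0% = DMSO-treated cells and -100% = media-only wells without cells; nearly all actives have a fitted effect of over 55% in size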
#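 HT-1080-NT fibrosarcoma cells (2HG-overproducing), 750 cells/well in RPMI with 5% FBS, dosed after 2 h and incubated 48 h at 37C. CellTiter-Glo luminescence normalized to DMSO and no-cell wells; concentration-response curves fitted and classed.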
# MCF10A rerep = A quantitative high throughput screen for small molecules that induce DNA re-replication in MCF 10a normal breast cells; MCF 10A DNA re-replication, Hoechst nuclear intensity, 48 h; Potency, µM (highest dose often 46.1 µM), for the others: at the top dose activity, positive = re-replication, usual class: activators; 350,000 compounds, 2.9% hits; AID 624296, 2012; further: potency means the concentration at half of the fitted maximal effect; % of control where 0% means no effect; nearly all actives have a fitted effect of over 50% in size
# KB-V1 MDR tox = qHTS assay for MDR1-selective chemotherapeutics: Primary screen using the drug-selected MDR subline cells KB-V1; Potency, µM (doses to about 46.1 µM), without a hit: at the highest dose activity change, negative = cytotoxicity, actives largely listed as cytotoxic; KB-V1 MDR cells viability, CellTiter-Glo, 72 h; 400,000 compounds, 3.4% hits; further: potency means the concentration at half of the fitted maximal effect; on the % scale 0 is the no-effect control and ±100 the full control effect; nearly all actives have a fitted effect of over 60% in size
#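 In this primary screen, KB-V1 cells overexpressing P-gp are incubated with library compounds (lowest to highest concentration) for 72 h at 37 degrees C before a luminescent ATP viability read.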
# Active calls of the source: *; ? = inconclusive; · = no result given; & = joins results of further samples; [ ] = remark or other dose. Unless noted, the call rests on the fitted dose curve; in most records, active means well fitted curve in the direction sought with a large enough effect; inconclusive means small, poorly fitted or top-dose-only effect, or another doubt; inactive means no such curve, though single readings can be large; an effect the other way counts as inactive or inconclusive. This is a random part of the collection; about 12% have a hit in one of these screens.
1. COc1cc(NC(=S)NN2CCN(C)CC2)cc(OC)c1OC
2. O=C(O)CCc1ccc(-c2cccs2)n1CCc1ccccc1
3. CCn1c(SCC(=O)O)nnc1-c1ccc(S(=O)(=O)N2CCCC2)cc1
4. O=c1oc2ccccc2cc1-c1nc2c(s1)CCc1ccccc1-2
5. CC(C)(C)OC(=O)N1CCN(C(=O)c2ncn3c2c(=O)[nH]c2ccccc23)CC1
6. O=C(c1ccco1)N(Cc1nc2ccccc2c(=O)[nH]1)C1CCCC1
7. O=[N+]([O-])c1ccc(N/N=C/c2c[nH]c3ccccc23)c(S(=O)(=O)Nc2ccc(Cl)cc2)c1
8. COc1ccccc1-c1cnn2c(NCCc3ccccc3)cc(C)nc12

screen / no.,1,2,3,4,5,6,7,8
MCF10A rerep,4%,15%,-9%,?,·,?,?,?
ATXN2 expr inh,-1%,·,18%,-1%,13%,7%,0%,58%[activator]
SW480 rereplic,-4%,?,?,21µM*,·,4%,21µM*,?
KB-V1 MDR tox,0%,9%,6%,9%&5%,3%,-16%,?,-2%
KB-3-1 cytotox,0%,6%,-3%,13%&-1%,27%,10%,?,-2%
WRN helicase inh,4%,-7%,8%,-22%,-10%,0%,4%,-11%
HT1080 IDH1KD tx,?,-1%,19%,1%,0%,0%,-23%,-6%
IL-1B inflam inh,-1,5,3,37,16,0,-7,?
HT1080-NT tox,8%,-6%,3%,2%,4%,-8%,-2%,-5%

# Of the compounds above, 2 contain a COOH group:
2. O=C(O)CCc1ccc(-c2cccs2)n1CCc1ccccc1
3. CCn1c(SCC(=O)O)nnc1-c1ccc(S(=O)(=O)N2CCCC2)cc1

screen / no.,2,3
MCF10A rerep,15%,-9%
ATXN2 expr inh,·,18%
SW480 rereplic,?,?
KB-V1 MDR tox,9%,6%
KB-3-1 cytotox,6%,-3%
WRN helicase inh,-7%,8%
HT1080 IDH1KD tx,-1%,19%
IL-1B inflam inh,5,3
HT1080-NT tox,-6%,3%

# More results follow.
9. COCCNCC(=O)C12CC3CC(CC(C3)C1)C2
10. Cn1c(Cn2c(=O)sc3ccccc32)nnc1SCc1cccnc1
11. COC(=O)c1c(C)[nH]c(C(=O)OC(C)C(=O)NC2CCCCC2C)c1C (centres undefined)
12. C[C@@H]1CN([C@H](C)CO)C(=O)CCCn2cc(nn2)CO[C@H]1CN(C)C(=O)Nc1cccc(Oc2ccccn2)c1
13. CCc1nc(OCc2ccco2)c2sc3nc4c(cc3c2n1)COC(C)(C)C4
14. Cc1ccccc1/C=N/NC(=O)c1cccnc1
15. Cc1ccc(C)c(NC(=O)c2cnn3ccccc23)c1
16. N=c1c(C(=O)NC2CCCCC2)cc2c(=O)n3ccccc3nc2n1CC1CCCO1 (centres undefined)

screen / no.,9,10,11,12,13,14,15,16
MCF10A rerep,1%,-1%,·,·,8%,2%,1%,?
ATXN2 expr inh,0%,9%,·,4%,39%[activator],-2%,9%,-23%
SW480 rereplic,-4%,0%,·,·,2%,?,16%,18µM*
KB-V1 MDR tox,5%,0%,-21%,?,?,14%,-16%,-15%
KB-3-1 cytotox,4%,5%,-1%,27%,?,?,?,-10%
WRN helicase inh,-1%,6%,-6%,-1%,-26%,-2%,-3%,-11%
HT1080 IDH1KD tx,?,5%,-13%,1%,-3%,2%,-10%,4%
IL-1B inflam inh,0,3,0,13,4,7,39,25
HT1080-NT tox,2%,12%,-13%,0%,-21%,-8%,1%,10%

17. CCOc1ccc(NC(=O)[C@@H](NC(=O)c2ccccc2)[C@@H](C)CC)cc1
18. O=C(C1CCCN(S(=O)(=O)c2cccc3cccnc23)C1)N1CCN(c2ccccc2F)CC1 (centres undefined)
19. CCOc1cc(/C=C2/NC(=O)NC2=O)cc(Br)c1OCc1ccc(C(=O)O)cc1
20. O=[N+]([O-])c1cccc(/C=C/c2ccc3cccc(O)c3n2)c1
21. OCCNc1nc(-c2cccnc2)nc2ccccc12
22. O=C(O)CC(c1ccccc1)N1C(=O)c2cccc([N+](=O)[O-])c2C1=O (centres undefined)
23. CCCCOc1ccccc1N1CCN(CCCN2C(=O)C3CCCN3C2=O)CC1 (centres undefined)
24. Cc1ccc(C(=O)c2c3ccc([N+](=O)[O-])cc3[n+]([O-])n2CCCC(N)=O)cc1

screen / no.,17,18,19,20,21,22,23,24
MCF10A rerep,0%,?,?,8%,?,-9%,2%,8%
ATXN2 expr inh,11%,-17%,4%,3%,-13%,·,2%,?
SW480 rereplic,6%,0%,?,?,-5%,0%,-2%,0%
KB-V1 MDR tox,-15%,-13%,19%,-24%,8%,3%,15%,1%
KB-3-1 cytotox,-1%,-21%,18%,2%,9%,3%,19%,?
WRN helicase inh,7%,2%,?,3%,-4%[57.1 µM],-13%,2%,-7%
HT1080 IDH1KD tx,-1%,2%,18%,?,0%[9.24 µM],9%,9%,-20%
IL-1B inflam inh,-10,14,5,42,-21,16,0,-7
HT1080-NT tox,3%,2%,24%,?,2%,5%,3%,-3%

# Arranged by the number under IL-1B inflam inh (low to high): five from the list above.
item | SMILES | IL-1B inflam inh
21 | OCCNc1nc(-c2cccnc2)nc2ccccc12 | -21
1 | COc1cc(NC(=S)NN2CCN(C)CC2)cc(OC)c1OC | -1
10 | Cn1c(Cn2c(=O)sc3ccccc32)nnc1SCc1cccnc1 | 3
12 | C[C@@H]1CN([C@H](C)CO)C(=O)CCCn2cc(nn2)CO[C@H]1CN(C)C(=O)Nc1cccc(Oc2ccccn2)c1 | 13
15 | Cc1ccc(C)c(NC(=O)c2cnn3ccccc23)c1 | 39

# (continued)
25. COC(=O)c1ccc(OCc2nn[nH]n2)cc1
26. CCc1ccccc1NC1=NCC(=O)N1Cc1ccc(OC)cc1
27. Cc1c([N+](=O)[O-])c(C(=O)Sc2ccc(Br)cc2)nn1C
28. COc1ccccc1C(CNC(=O)c1ccc(NS(=O)(=O)c2ccc3c(c2)OCCO3)cc1)N(C)C (centres undefined)
29. COc1cccc(CNCc2ccco2)c1O
30. N#Cc1cc2cc3ccccc3nc2n2c(=O)c3ccccc3nc12
31. O=C(CCCN1C(=O)c2ccccc2C1=O)NC1CCCCCC1
32. CCOC(=O)c1ccc(COC(=O)c2ccc(-c3nnc(-c4ccccc4)o3)cc2)o1

screen / no.,25,26,27,28,29,30,31,32
MCF10A rerep,8%,-13%,-14%,-1%,-12%,-7%,-1%,4%
ATXN2 expr inh,·,1%,-18%,-4%,-6%,21%,1%,5%
SW480 rereplic,4%,-6%[9.22 µM],-42%,-1%,5%,-3%,3%,-1%
KB-V1 MDR tox,15%,-3%,-12%,3%,2%,-14%,0%,0%
KB-3-1 cytotox,-1%,0%,-2%,7%,17%,-1%,16%,-3%
WRN helicase inh,4%,-5%,3%,9%,2%,-19%,-2%,-6%
HT1080 IDH1KD tx,1%,3%,8%,-8%,18%,16%,14%,-8%
IL-1B inflam inh,0,7,·,-4,18,-16,22,0
HT1080-NT tox,3%,-10%,9%,-8%,-1%,23%,9%,-4%

33. Nc1c(Cl)ncnc1N/N=C/c1ccnc2ccccc12
34. Cc1ccc(S(=O)(=O)NCCCNc2ccc([N+](=O)[O-])cc2)cc1
35. CCC(C)(C)NC(=O)C(Sc1ccccc1)c1ccccc1 (centres undefined)
36. CCC(C)NC(=S)Nc1ccccc1OC (centres undefined)
37. CC1(C(=O)Nc2ccc3c(c2)OCCO3)CCN1C(=O)C1(c2ccc(Cl)cc2)CC1 (centres undefined)
38. O=C(O)C(Cc1c[nH]c2ccccc12)NS(=O)(=O)c1ccccc1 (centres undefined)
39. O=S1(=O)CCO[C@H]2Cc3ccccc3[C@H]2N1Cc1ccccc1Br
40. CNC(=O)Nc1ccc2snnc2c1

screen / no.,33,34,35,36,37,38,39,40
MCF10A rerep,14%,?,8%,?,·,-4%,24%,5%
ATXN2 expr inh,10%,-31%,-11%[11.3 µM],-22%,-9%,-4%,1%,2%
SW480 rereplic,17%,18%,-4%,5%,·,2%,0%,-15%
KB-V1 MDR tox,?,?,11%,0%,-6%,23%,-4%&-23%,14%
KB-3-1 cytotox,16%,-13%,12%,6%,0%,21%,?,4%
WRN helicase inh,-12%,-2%,-27%,-17%,-8%,12%,5%,3%
HT1080 IDH1KD tx,13%,-26%,8%,-12%,2%,11%,2%,0%
IL-1B inflam inh,-6,-2,-18,6,-3,4,-1,13
HT1080-NT tox,7%,-14%,0%,2%,11%,16%,-1%,3%

41. CC(/C=N/N1C(=O)CSC1=S)=C\c1ccccc1
42. Cc1cc(Cl)ccc1OC(C)C(=O)NC(C)C1CCCO1 (centres undefined)
43. CC(=O)c1cccc(OC(=O)C2=CC=CN3CCS(=O)(=O)N=C23)c1
44. COc1ccc(CN2CCc3ccc(NC(=O)c4ccncc4)cc3C2)c(F)c1

screen / no.,41,42,43,44
MCF10A rerep,0%,0%,5%,?
ATXN2 expr inh,-4%,4%,3%,-15%
SW480 rereplic,-3%,-4%,0%,-3%
KB-V1 MDR tox,2%,?,1%,?
KB-3-1 cytotox,12%,-3%,1%,-8%
WRN helicase inh,-12%,3%,0%,-4%
HT1080 IDH1KD tx,0%,0%,5%,0%
IL-1B inflam inh,0,10,-12,-6
HT1080-NT tox,6%,6%,4%,-10%
